# Assay outcomes (PubChem BioAssay)
# AmpC detergent = AmpC beta-lactamase inhibition with detergent present; AmpC hydrolysis of nitrocefin, absorbance 480 nm, 0.01% Triton; Potency, µM (series often up to 114 µM), for inactives: at the top dose activity change, negative = inhibition, hits mostly inhibitors; P00811; hit rate 0.041% among 370,000;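 also: potency is read from the fitted curve at half-maximal effect; 0% = no-compound wells and -100% = no-enzyme wells; nearly all actives have a fitted effect of over 25% in size; some results filed as inactive show a strong effect at the top dose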
# Target sequence (P00811 whole entry, looked up): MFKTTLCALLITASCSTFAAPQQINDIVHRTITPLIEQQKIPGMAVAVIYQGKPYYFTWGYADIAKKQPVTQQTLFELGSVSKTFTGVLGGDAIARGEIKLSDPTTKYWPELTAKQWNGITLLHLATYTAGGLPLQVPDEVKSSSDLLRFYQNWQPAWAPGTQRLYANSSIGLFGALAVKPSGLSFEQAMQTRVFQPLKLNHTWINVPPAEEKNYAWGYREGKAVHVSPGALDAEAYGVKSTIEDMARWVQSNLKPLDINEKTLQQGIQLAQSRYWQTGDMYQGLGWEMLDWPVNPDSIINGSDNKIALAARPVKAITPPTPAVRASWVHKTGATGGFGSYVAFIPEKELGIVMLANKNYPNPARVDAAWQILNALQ
#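 AmpC (5.3 nM in the dispensed reagent) in 20 mM phosphate pH 7.0 with 0.01% (detergent screen) or 0.0001% Triton X-100 was preincubated with compounds for 15 min at room temperature. Nitrocefin was then added from an 800 uM solution, and hydrolysis was followed at 480 nm.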
# AmpC no deterg = inhibitors of E. coli AmpC beta-lactamase without detergent; P00811; AmpC nitrocefin hydrolysis, absorbance 480 nm, 0.0001% Triton; Potency, µM (titrated, usually from 57.1 µM), for inactives: top-dose activity change, negative = inhibition, hits mostly inhibitors; hit rate 0.52% among 330,000;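 also: potency is read from the fitted curve at half-maximal effect; plate controls were no compound for no effect and no enzyme for full effect; nearly all actives have a fitted effect of over 20% in size; some results filed as inactive show a strong effect at the top dose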
#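 20 mM phosphate pH 7.0 + 0.01% (detergent screen) or 0.0001% Triton X-100; 5.3 nM AmpC reagent; cpd preinc 15 min RT; nitrocefin (800 uM stock) to start; A480 q20 s × 4 min; Activity was normalised to no-enzyme and no-compound control wells.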
# Sm TGR inh = blocks Schistosoma mansoni thioredoxin glutathione reductase; purified TGR, DTNB reduction, TNB absorbance 405 nm; Potency, µM (top dose mostly 114 µM), for inactives: at the top dose activity change, negative = inhibition, hits mostly inhibitors; hit rate 3% among 360,000; AID 485364; also: potency is read from the fitted curve at half-maximal effect; nearly all actives have a fitted effect of over 60% in size
#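 TGR 20 nM + NADPH 100 uM (dispensed conc.), cpd preinc 15 min RT; start with NADPH (500 uM addition) then DTNB (15 mM addition). Kinetic TNB absorbance, 405 nm filter. Four-parameter Hill fit across titration.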
# AMA1 RON2 block = AMA1-RON2 (P. falciparum) interaction inhibition | hit rate 0.2% among 360,000 | Potency, µM (series often up to 58.2 µM), without a hit: at the highest dose activity change, negative = inhibition, usual class: inhibitors | AlphaScreen AMA1-biotinylated RON2 peptide binding;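 also: potency is read from the fitted curve at half-maximal effect; 0% = vehicle wells and -100% = peptide control; nearly all actives have a fitted effect of over 45% in size; some results filed as inactive show a strong effect at the top dose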
#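 AMA1 (3D7) with his tag at 25 nM final met compounds first, then biotinylated RON2 peptide at 25 nM; detection used donor plus acceptor beads, 10 µg/mL apiece, read by AlphaScreen after 30 min at room temperature.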
# HCMV inh = inhibitors of human cytomegalovirus | HFF cells, HCMV-luciferase reporter, 72 h; active compounds read low | hit rate 4.5% among 410,000 | activity change, negative = inhibition, % at 57.5 µM; in the data active = activity change below about -60%; inconclusive = no clear call, values can overlap the other calls; inactive = above about -39%
#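 Luciferase read-out from HCMV-luciferase-infected HFFs (MOI 1 PFU/cell) 72 h post infection at 37C; compounds added after 16 h cell attachment; activity normalized between buffer-only basal and Salinomycin (10uM) inhibitor controls.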
# Giardia FBPA inh = inhibitors of Giardia lamblia fructose-1,6-bisphosphate aldolase; A8B2U2; Potency, µM (top dose mostly 59.6 µM), for the others: at the top dose activity, negative = inhibition, usual class: inhibitors; purified Giardia FBPA; hit rate 0.71% among 290,000; AID 2451; also: potency is read from the fitted curve at half-maximal effect; nearly all actives have a fitted effect of over 55% in size
# Target sequence (A8B2U2 whole entry, looked up): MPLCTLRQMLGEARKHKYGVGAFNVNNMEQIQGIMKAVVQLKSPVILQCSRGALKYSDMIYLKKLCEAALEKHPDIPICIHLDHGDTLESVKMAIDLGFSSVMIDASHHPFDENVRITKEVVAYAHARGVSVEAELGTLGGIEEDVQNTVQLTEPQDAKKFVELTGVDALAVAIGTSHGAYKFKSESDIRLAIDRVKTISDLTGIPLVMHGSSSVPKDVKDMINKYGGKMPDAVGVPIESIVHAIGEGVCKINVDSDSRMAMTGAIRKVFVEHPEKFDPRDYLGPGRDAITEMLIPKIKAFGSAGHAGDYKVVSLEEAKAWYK
#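 Giardia FBPA (40 nM reagent) was preincubated 10 min at RT with compound (up to 57.5 uM final), then substrate plus GAPDH/TPI/NAD/arsenate coupling system with diaphorase/resazurin was added; resorufin fluorescence (525/598 nm) was read after 20 min.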
# Numbers without * were called inactive; ? = inconclusive; / = not tested or not shown; [ ] = remark or other dose. Unless noted, calls follow the shape of the dose curve; as a rule, active = well fitted curve in the direction sought with a large enough effect; inconclusive = small, poorly fitted or top-dose-only effect, or another doubt; inactive = no such curve, though single readings can be large; an effect the other way counts as inactive or inconclusive. Unless noted, % is scaled to controls: 0 for no effect and ±100 for the full control effect. Compounds as they come; overall some 7.8% were active at least once.
SMILES,AmpC detergent,AmpC no deterg,Sm TGR inh,AMA1 RON2 block,HCMV inh,Giardia FBPA inh
COC(=O)C1=C(N)Oc2cc(C)oc(=O)c2C12C(=O)Nc1ccccc12 (centres undefined),-12%,-16%,2%,13%,38,-4%
CC(C)C(=O)c1cc2c(cc1NC(=O)c1ccccc1)OCCO2,-14%,-15%,-20%,74%[activator],?,-1%
CC(C)CCNc1nc(N)c([N+](=O)[O-])c(NCC2CCCO2)n1 (centres undefined),?,-11%,-23%,-6%,9,0%
CSc1nc(Oc2ccc3ccccc3c2)c2sccc2n1,-3%,-32%,4%,32%,-13,-8%
Cn1c2ccc(CC(=O)O)cc2c2cc(CC(=O)O)ccc21,-8%,-26%,-23%,1%,4,-1%
CSCC[C@H](N)C(=O)N1CCC(C(=O)N[C@H](C)C(=O)Nc2ccc(C(C)C)cc2)CC1,-6%,44%,-11%,16%,17,-3%
COc1ccc(C(=O)NNC(=S)NC(=O)c2ccccc2)cc1,2%,-45%,8%,85%[activator],29,-8%
Cc1sc(NC(=O)c2ccco2)c(C(c2cccnc2)N2CCN(c3ccc(F)cc3)CC2)c1C (centres undefined),-12%,52%,22µM*,?,-100*,-5%
c1cnc(SCCCOc2ccc3ccccc3c2)nc1,-2%,-14%,-7%,100%[activator],-10,-4%
Cc1cc(C)nc(SCc2ccc(C(=O)NNC(=O)Nc3cccc(Cl)c3)cc2)n1,-5%,-7%,-6%,59%[activator][11.6 µM],-31,0%
CCCCC(=O)NC(Nc1sc2c(c1C(N)=O)CCCC2)(C(=O)OCC)C(F)(F)F (centres undefined),-1%,-13%,-15%,-4%,?,-26%
O=C(C1CCC1)N1CCN(c2ccnc3cc(Cl)ccc23)CC1,-3%,30%,-3%,-6%,-87*,-1%
CCCC(=O)Oc1ccc(C2NC(=O)c3ccccc3O2)cc1OC (centres undefined),?,-7%,0%,-4%,14,-3%
COC(=O)c1ccc(C2C(C(=O)Nc3ccccc3)=C(C)Nc3nc4ccccc4n32)cc1 (centres undefined),-4%,/,5%,/,2,/
COCCn1c(C)cc(C(=O)CSc2ncnc3sc4c(c23)CCC4)c1C,?,22%,1%,8%,54,16%
CCc1ccc(C(=O)Nc2cc(C)ccc2F)s1,1%,-25%,4%,4%,-11,-23%
CC(C)(C)C1c2[nH]c3ccccc3c2CCN1Cc1cccc(OCCO)c1 (centres undefined),1%,-11%,-7%,-1%,23,0%
CN(C)CCNc1nc(S(=O)(=O)c2ccccc2)c(Cl)s1,?,-20%[11.4 µM],-7%,-4%,-14,6%
Cc1ccccc1OCC(=O)Nc1cc(S(=O)(=O)N2CCCCC2)ccc1N1CCN(C)CC1,1%,179%[activator],0%,?,?,-1%
N#CCCN(Cc1ccccc1)S(=O)(=O)c1cccs1,-4%,-12%,6%,5%,4,-12%
CCCc1cc(=O)oc2cc(C)cc(OCC(=O)O)c12,?,-16%,5%,?,28,14%
COCCn1c(SCC(=O)NCc2ccc3c(c2)OCO3)nnc1C(C)C,-9%,-5%,0%,9%,-13,10%
CCOC(=O)C(C)n1cnc2c(oc3ccccc32)c1=O (centres undefined),6%,-7%,0%,1%,10,0%
O=C(N/N=C/c1cn[nH]c1-c1ccc(Cl)cc1)c1ccc([N+](=O)[O-])cc1,7%,-18%,5%[57.1 µM],79%[activator],?,-26%
CCC(=O)Nc1cccc(NC(=O)c2cccc([N+](=O)[O-])c2C)c1,?,-8%,-12%,6%,41,-9%
COc1ccc2nc(SCC(N)=O)cc(C)c2c1,?,-17%,5%,7%,7,-7%
COC(=O)C1C2C=CC3(CN(c4cccc(C)c4)C(=O)C13)O2 (centres undefined),-6%,-9%,0%,3%,-29,4%
O=C(Cc1ccccc1)n1nc(-c2ccco2)nc1SCc1ccccc1,7%,-30%,-18%,2%,-11,?
CC(C)(C)c1ccccc1OCC(=O)NCCCn1ccnc1,-6%,37%,-1%,-5%,-28,4%
O=C(NCCCN1CCOCC1)c1ccc(CS(=O)(=O)c2c(Cl)cccc2Cl)o1,?,-12%,-20%,0%,-11,1%
Cc1ccc(Cn2nnc3c(=O)[nH]c(C4CCCN(C(=O)c5ccco5)C4)nc32)cc1 (centres undefined),-5%,2%,-27%,2%,-8,-4%
COc1ccc(C(=O)Nc2nc3c(s2)CCCC3)cc1Cl,16%,/,1%,/,9,/
CN1CC(=O)Nc2ccc(F)cc2C1=O,-6%,/,18%,0%,-8,-2%
Cc1cccn2c(CNCC3OCCc4ccccc43)c(C(=O)N3CCCCC3)nc12 (centres undefined),-5%,65%[activator],0%,-2%,?,1%
CCCCN(C)Cc1c(C)[nH]c2ccccc2c1=O,-1%,-19%,-10%,68%[activator],45,4%
CCN(CC)CCN=Cc1c(O)n(C2CCCCCC2)c(=O)[nH]c1=O,?,-32%,29%,9%,8,13%
COc1ccc(C2c3cccn3CCN2S(=O)(=O)c2ccccc2[N+](=O)[O-])cc1OC (centres undefined),9%,/,-28%,/,-1,/
CC(=O)Nc1sc(N/N=C\c2cccc(Cl)c2)nc1-c1cccs1,2%,-25%,-2%,-12%,69,-2%
O=C(NCc1ccc(F)cc1Cl)C1CCN(S(=O)(=O)N2CCCCC2)CC1,-1%,46%,7%,0%,21,-2%
CCCOc1ccc(C(F)(F)F)cc1NC(=O)C1CC(=O)N(Cc2ccco2)C1 (centres undefined),0%,112%[activator],-10%,-5%,0,/

# No new results follow: an excerpt of the list.
SMILES,AmpC detergent,AmpC no deterg,Sm TGR inh,AMA1 RON2 block,HCMV inh,Giardia FBPA inh
O=C(Cc1ccccc1)n1nc(-c2ccco2)nc1SCc1ccccc1,7%,-30%,-18%,2%,-11,?
CC(C)(C)c1ccccc1OCC(=O)NCCCn1ccnc1,-6%,37%,-1%,-5%,-28,4%
O=C(NCCCN1CCOCC1)c1ccc(CS(=O)(=O)c2c(Cl)cccc2Cl)o1,?,-12%,-20%,0%,-11,1%
Cc1ccc(Cn2nnc3c(=O)[nH]c(C4CCCN(C(=O)c5ccco5)C4)nc32)cc1 (centres undefined),-5%,2%,-27%,2%,-8,-4%
COc1ccc(C(=O)Nc2nc3c(s2)CCCC3)cc1Cl,16%,/,1%,/,9,/
CN1CC(=O)Nc2ccc(F)cc2C1=O,-6%,/,18%,0%,-8,-2%
Cc1cccn2c(CNCC3OCCc4ccccc43)c(C(=O)N3CCCCC3)nc12 (centres undefined),-5%,65%[activator],0%,-2%,?,1%
CCCCN(C)Cc1c(C)[nH]c2ccccc2c1=O,-1%,-19%,-10%,68%[activator],45,4%
CCN(CC)CCN=Cc1c(O)n(C2CCCCCC2)c(=O)[nH]c1=O,?,-32%,29%,9%,8,13%
COc1ccc(C2c3cccn3CCN2S(=O)(=O)c2ccccc2[N+](=O)[O-])cc1OC (centres undefined),9%,/,-28%,/,-1,/
CC(=O)Nc1sc(N/N=C\c2cccc(Cl)c2)nc1-c1cccs1,2%,-25%,-2%,-12%,69,-2%
O=C(NCc1ccc(F)cc1Cl)C1CCN(S(=O)(=O)N2CCCCC2)CC1,-1%,46%,7%,0%,21,-2%
CCCOc1ccc(C(F)(F)F)cc1NC(=O)C1CC(=O)N(Cc2ccco2)C1 (centres undefined),0%,112%[activator],-10%,-5%,0,/

# Additional compounds
SMILES,AmpC detergent,AmpC no deterg,Sm TGR inh,AMA1 RON2 block,HCMV inh,Giardia FBPA inh
Cc1cccc(OCC(=O)Nc2ccc3oc(=O)ccc3c2)c1,1%,-44%,5%,-5%,6,-8%
CSC(C(=O)c1cc2ccccc2o1)c1ccccc1 (centres undefined),-3%,-21%,18%,-14%,91,/
CC1=C(C)CC(C(=O)NCc2ccccc2F)C(C(=O)O)C1 (centres undefined),-10%,-11%,1%,/,1,9%
Cc1ccc(OCCCC(=O)Nc2ccc(N3CCOCC3)cc2)c(C)c1,-15%,16%,-29%,2%,56,-29%
COCCn1c(-c2ccc(OC)cc2)c(-c2ccc(OC)cc2)oc1=O,?,67%[activator],-4%,-18%,?,5%
CN(C)S(=O)(=O)c1cc(NC(=O)COC(=O)Cc2ccccc2)ccc1Cl,-14%,-8%,1%,23%,-21,1%
Cc1cccc(C)c1NC(=O)CN(C)c1ccc(C(F)(F)F)cn1,-3%,19%,1%,15%,-36,-4%
Cc1ccc(-c2nc(CCNC(=O)C(=O)Nc3ccc(F)cc3F)cs2)cc1,1%,/,12%,/,11,/
CC1CN(C(=O)c2c([N+](=O)[O-])cnn2C)CC(C)O1 (centres undefined),-2%,-21%,3%,6%,14,2%
CCC(=O)Nc1ccc(NC(=O)c2ccccc2Cl)nc1,-4%,-45%,4%,-8%,37,-1%
O=C(COc1ccc(S(=O)(=O)N2CCCCC2)cc1)NCc1cccnc1,3%,-7%,-1%,-6%,32,5%
COc1ccc(N2Cc3ccc(C(=O)N/N=C\c4ccc(O)cc4O)cc3C2)cc1,-2%,-47%,28µM*,/,/,13%
CC(=O)c1sc(NC(=O)c2ccc(Cl)cc2)nc1C,-2%,-16%,25%,5%,-30,1%
CCOc1ccc(S(=O)(=O)N2CCCC(C(=O)N3CCN(CC)CC3)C2)cc1Cl (centres undefined),-6%,104%[activator],-11%,11%,-23,-2%
COc1ccc(CNC(=O)c2ccc(CS(=O)(=O)c3ccc(C)cc3)o2)cc1,0%,-13%,1%,0%,-18,/
CCOC(=O)C1CCN(Cc2ccc(OC)c(OCc3ccccc3)c2)CC1,?,0%,0%,15%,8,?
CCCC1=Nc2cc(C(=O)N3CCN(c4ccccn4)CC3)ccc2Sc2ccc(C)cc21,9%,60%[activator],-2%,-29%,-38,0%
O=C1c2ccncc2C(=O)N1C1CCCCC1,3%,-14%,-22%,25%,4,-1%
COc1cccc(S(=O)(=O)Nc2cccc(C(=O)N3CCCCCC3)c2)c1,-16%,-38%,-3%,25%,-26,4%
CC1CCCCN1C(=O)c1ccc(C(=O)Nc2ccc(F)cc2)cc1 (centres undefined),?,6%,-12%,3%,?,/
CCCNC(=O)Cn1c(=O)cc(C)c2c(C)nn(-c3cccc(F)c3)c21,2%,/,10%,/,-2,/
CN1c2ccccc2Oc2ccccc21,-13%,-18%,-1%,6%,-22,-1%
c1ccc(-c2cc3ncccc3cn2)cc1,2%,-2%,4%,3%,38,/
CC(C)(C)N1CC(C(=O)Nc2ccc(S(=O)(=O)N3CCCCC3)cc2)CC1=O (centres undefined),-18%,20%,-1%,-6%,?,/
Cc1c(Cl)cccc1Nc1nn2c(=O)c3ccccc3nc2s1,-9%,/,-2%,/,37,/
O=C(O)c1cccc(N/N=C/c2cn(-c3ccccc3)nc2-c2cccs2)c1,0%,-34%,-5%,15%,79,-5%
O=C1/C(=C/c2cccs2)SC(=S)N1c1ccccc1,1%,-6%,-3%,-1%,8,10%
